CRFR2-BP ag = agonists of human CRF-binding protein/CRF-R2 receptor complex | HEK293 CRF-R2/CRF-BP, calcium dye fluorescence (FLIPR); percent of saturating CRF peptide response | AID 588473 | activation, % at 13.2 µM | actives 0.46% (n = 350,000);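 active means activation of at least 50%, plus an integration ratio under a set limit after plate pattern correction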;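 further: plate controls were neutral control wells without compound for no effect and CRF at EC100 for full effect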
SUMO HTRF inh = inhibitors of human SUMOylation (UBC9); P63279; HTRF SUMOylation assay, SAE1/SAE2 + UBC9, in vitro; inhibition, % at 35 µM; actives 0.36% (n = 290,000); in the data active means inhibition above about 50%, passing the limit was not always enough; further: strong numbers were not always called active
Target sequence (P63279 whole entry, looked up): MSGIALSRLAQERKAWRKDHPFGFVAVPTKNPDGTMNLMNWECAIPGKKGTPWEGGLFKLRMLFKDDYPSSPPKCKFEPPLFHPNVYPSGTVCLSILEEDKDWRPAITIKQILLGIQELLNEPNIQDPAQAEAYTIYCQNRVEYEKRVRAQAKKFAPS
HCV NS3 hel inh = inhibitors of Hepatitis C virus NS3 helicase. AID 1800. actives 0.56% (n = 290,000). NS3 helicase DNA unwinding, Cy5 molecular beacon fluorescence. inhibition, % at 10.9 µM;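 active means inhibition above the mean of all tested compounds plus 3 SD, set per campaign, cut at about 35% in these data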;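 further: 0% = DMSO wells and 100% = thioflavine S control wells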
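Test system: hepatitis C virus NS3 helicase domain fragment enzyme. Also added: annealed dual-labelled DNA beacon duplex, ATP-started. Timing: 60 min unwinding reaction at 25 °C after ATP addition. Technique: Cy5 fluorescence. Measure: % inhibition of unwinding.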
CRFBP-R2 block = blocks CRF-induced signaling of the CRF-BP/CRF-R2 complex; HEK293 CRF-R2/CRF-BP, CRF-induced calcium fluorescence; inhibition, % at 11.8 µM; actives 0.59% (n = 350,000); AID 588475;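 active means inhibition of the ligand-induced calcium signal above about 50% at the single tested concentration, limit read from the data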
GalR3 antagonist = human GalR3 antagonism; O60755; HEK293 GalR3-CNG cAMP membrane potential fluorescence; galR3 body fused to GalR1 C-terminus; inhibition, % at 3 µM; actives 0.44% (n = 360,000); AID 651719;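 active means inhibition above the screen-wide average plus 3 SD, cut at about 13% in these data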;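 further: forskolin and galanin both at EC90 stimulate the cells; cAMP rise reported by CNG channel membrane potential dye signal; 0% = forskolin plus galanin with DMSO and 100% = forskolin alone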
Target sequence (O60755 1-299 limits assumed): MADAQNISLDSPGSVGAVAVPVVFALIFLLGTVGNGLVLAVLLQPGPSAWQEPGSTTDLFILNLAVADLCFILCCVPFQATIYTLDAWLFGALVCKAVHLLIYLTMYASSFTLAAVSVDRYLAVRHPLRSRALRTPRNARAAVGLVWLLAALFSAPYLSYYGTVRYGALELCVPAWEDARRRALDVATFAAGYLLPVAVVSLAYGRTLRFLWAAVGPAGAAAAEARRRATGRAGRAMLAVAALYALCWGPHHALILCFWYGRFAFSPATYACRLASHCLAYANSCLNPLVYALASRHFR
MEKK2wt PB1 HTS = raises or lowers MEK5 binding to wildtype human MEKK2 PB1 domain; Q9Y2U5; bead flow cytometry, Alexa488-MEK5 binding to MEKK2 WT; actives lie on both sides; binding response (% of control), % at 10 µM; actives 1.1% (n = 290,000); AID 1531; in the data active means binding response below about 67% or above about 130%
MEKK3 PB1 HTS = MEKK3-MEK5 PB1 interaction, increase or decrease | actives 1.4% (n = 290,000) | bead-based flow cytometry, Alexa488-MEK5 binding to MEKK3; actives lie on both sides; 0 = blocked by unlabeled MEK5, 100 = vehicle | AID 1529 | Q99759 | binding response (% of control), % at 10 µM;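 active means binding response more than 3 SD above or below the average of its plate-row segment, actives on both sides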;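 further: Alexa488 bead fluorescence after subtracting the streptavidin-only scavenger bead signal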
Target sequence (Q99759 whole entry, looked up): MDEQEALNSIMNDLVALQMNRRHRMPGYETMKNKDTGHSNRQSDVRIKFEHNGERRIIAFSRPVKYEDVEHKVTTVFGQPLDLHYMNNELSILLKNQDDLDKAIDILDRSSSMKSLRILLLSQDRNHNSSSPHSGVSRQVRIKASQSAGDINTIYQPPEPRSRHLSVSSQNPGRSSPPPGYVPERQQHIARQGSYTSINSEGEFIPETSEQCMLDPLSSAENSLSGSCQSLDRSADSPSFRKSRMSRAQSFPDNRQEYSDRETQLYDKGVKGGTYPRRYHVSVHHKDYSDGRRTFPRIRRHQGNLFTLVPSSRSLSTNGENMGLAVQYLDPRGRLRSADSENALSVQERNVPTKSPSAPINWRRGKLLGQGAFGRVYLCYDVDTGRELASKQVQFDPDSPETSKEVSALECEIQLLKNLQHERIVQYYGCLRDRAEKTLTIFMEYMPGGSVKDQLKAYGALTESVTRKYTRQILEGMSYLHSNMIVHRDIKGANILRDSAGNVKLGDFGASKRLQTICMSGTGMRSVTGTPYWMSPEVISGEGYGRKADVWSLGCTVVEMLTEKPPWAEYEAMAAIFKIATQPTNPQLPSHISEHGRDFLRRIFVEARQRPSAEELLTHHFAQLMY
MEKK2 mut-MEK5 = signal of MEK5 binding to mutant human MEKK2 PB1 domain | bead flow cytometry, Alexa488-MEK5 binding to MEKK2 mutant | AID 1530 | actives 0.35% (n = 290,000) | percent response, % at 10 µM; in the data active means percent response above about 24%, passing the limit was not always enough; further: inactives centre near 1; some results filed as inactive read as strong as hits; reference of the scale not given here
FID counter = counter-screen for HCV NS3 helicase inhibitors: DNA intercalator displacement | AID 1845 | inhibition, % at 7.9 µM | actives 0.17% (n = 290,000) | DNA fluorescent intercalator displacement, fluorescence; in the data active means inhibition above about 37%;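 further: 0% = vehicle and 100% = reference compound; higher means more ethidium bromide displaced from hairpin DNA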
Numbers without * were called inactive; x = no result given. The list is partial; count on the stated rates, not on these rows.

SMILES	CRFR2-BP ag	SUMO HTRF inh	HCV NS3 hel inh	CRFBP-R2 block	GalR3 antagonist	MEKK2wt PB1 HTS	MEKK3 PB1 HTS	MEKK2 mut-MEK5	FID counter
CCN(CC)CC1C(=O)N(c2ccc(OC)cc2)C1c1ccccc1 (stereo not drawn)	-1.1	22	0	6	-5	98	99	0	1
NC(=S)c1cc2cc(Cl)ccc2oc1=O	-0.9	14	7	5	-3	108	106	13	-1
O=C(CNC(=O)c1ccccc1)OCCCOC(=O)CNC(=O)c1ccccc1	-0.6	7	-2	-3	1	100	98	4	-6
CC1CCCCN1C(=O)CSc1nc2ncccc2[nH]1 (stereo not drawn)	0.4	14	1	-3	-5	109	105	6	-4
COc1ccccc1/C=C/C(=O)Nc1ccc(S(=O)(=O)Nc2cc(C)on2)cc1	-1.1	18	27	-2	-2	108	105	7	-37
O=C(CSc1nnnn1C1CCCC1)c1ccc2c(c1)OCCO2	-4.5	-4	-8	-4	2	97	95	-1	-4
COCCNC(=O)CCCn1c(=O)c2cc(OC)c(OC)cc2n(CC(=O)Nc2ccccc2OC)c1=O	0.1	0	2	5	4	97	101	-5	-10
CCc1ccc(C(=O)Nn2c(C)nc3ccccc3c2=O)cc1	-0.1	12	10	-5	-10	112	108	8	0
Cn1c(=O)c2c(nc(Cl)n2Cc2ccncc2)n(C)c1=O	-0.9	12	2	-7	-12	92	88	-8	2
O=C(CCC(=O)N(c1cccc(F)c1)C(C(=O)NC1CCCC1)c1ccncc1)Nc1cccnc1 (stereo not drawn)	0.5	2	0	-2	-6	100	99	-1	-16
CCN(CC)S(=O)(=O)c1ccc(-c2csc(C)n2)s1	-0.9	10	-7	-1	4	102	100	-3	-16
CCc1ccc(OCC(=O)N/N=C/c2cc([N+](=O)[O-])ccc2N2CCCCCC2)cc1	1.4	7	-9	-19	1	104	136*	0	-5
O=C(CSCc1c(Cl)cccc1Cl)Nc1ccccc1-c1ccccc1	0.6	-27	2	14	-4	99	102	0	-5
CCNc1nc(NCC)n2c(SC(C(=O)Nc3cc(Cl)cc(Cl)c3)c3ccccc3)nnc2n1 (stereo not drawn)	-1.9	-3	3	16	-1	95	129	-1	-4
COc1ccccc1-c1nnc(SCC(=O)Nc2ccc(Cl)cc2Cl)o1	0.7	8	-2	-15	-4	94	94	-10	-14

3 entries from above, ordered by their value in HCV NS3 hel inh, largest number first.
| mol | HCV NS3 hel inh |
| --- | --- |
| COCCNC(=O)CCCn1c(=O)c2cc(OC)c(OC)cc2n(CC(=O)Nc2ccccc2OC)c1=O | 2 |
| CCN(CC)CC1C(=O)N(c2ccc(OC)cc2)C1c1ccccc1 (stereo not drawn) | 0 |
| COc1ccccc1-c1nnc(SCC(=O)Nc2ccc(Cl)cc2Cl)o1 | -2 |

Next section.
SMILES	CRFR2-BP ag	SUMO HTRF inh	HCV NS3 hel inh	CRFBP-R2 block	GalR3 antagonist	MEKK2wt PB1 HTS	MEKK3 PB1 HTS	MEKK2 mut-MEK5	FID counter
COc1ccc(C(=O)CCC(=O)NCCc2c[nH]c3ccccc23)cc1OC	-0.3	11	0	9	-10	106	105	18	-17
CC(C)(C)NC(=O)NC(=O)CN1CCCCC1	-0.9	9	2	1	6	102	109	-1	-1
O=C(O)c1cccnc1Cl	2.5	-7	-4	-5	-6	100	105	-1	-2
CCN1C(=O)/C(=C/C=C2/SCCN2C)SC1=S	59*	-2	-3	-18	-3	108	105	6	4
CC(C)Sc1nnc(NC(=O)c2ccc3c(c2)OCO3)s1	0.0	-3	1	-21	-3	108	105	5	-20
COc1ccc(C2CC(c3ccc(Br)cc3)=NN2C(=O)CSC2=NCCS2)cc1 (stereo not drawn)	1.9	-8	-14	-2	-6	98	114	-1	-19
CCOc1ccccc1Cn1c(=O)sc2ccccc21	-1.6	12	1	2	-6	88	87	-9	-5
COc1ccc(-c2onc3ccc(C(C)=O)cc23)cc1	100*	10	13	-66	-9	100	100	1	-13
CCC(=O)Nc1ccc2nc3c(=O)[nH]c(=S)[nH]c3nc2c1	1.9	26	39*	-5	-9	100	101	4	0
O=C(COC(=O)c1cccnc1Cl)Nc1cc(S(=O)(=O)N2CCCCC2)ccc1Cl	-4.8	24	14	12	-3	93	104	-9	-4
CC(=O)N1CCOc2ccc(S(=O)(=O)N3CCC(C(=O)Nc4ccc(C)cc4)CC3)cc21	-0.8	-3	6	-2	2	104	98	6	-44
COc1cc(NC(=O)CN2CCCCC2C)c(C)cc1[N+](=O)[O-] (stereo not drawn)	1.4	0	-16	3	-1	99	99	-2	-1
Cc1cccc(OCC(=O)Nc2ccc(N3CCN(C(=O)c4ccccc4)CC3)cc2)c1	-1.2	0	9	-6	-6	100	120	-1	-16
CCc1ccc(NC(=O)COC(=O)C2(c3ccc(Cl)cc3)CCCC2)cc1	11	-1	-8	-15	-3	111	101	13	3
COc1ccccc1/C=N/NC(=O)COCC(=O)N/N=C/c1ccccc1OC	-4.7	16	-1	-2	-5	102	98	5	-10
CC(C)Sc1nc2sc3c(c2c2nnc(SCC(=O)NCc4ccco4)n12)CCCC3	3.3	-1	14	-12	-2	99	104	-2	-9
COc1ccccc1[C@@H]1C(c2cccc(C)c2)=NN(c2ccccc2)[C@H]1C(=O)N1CCOC1=O	4.2	20	-3	-4	-5	89	88	2	0
CCCn1c(N2CCN(CC(=O)c3c(C)n(C)c4ccc(OC)cc34)CC2)nc2c1c(=O)[nH]c(=O)n2C	-2.2	-6	-3	2	-3	x	x	x	-18
CC(=O)c1cn(CC(=O)Nc2ccccc2Cl)c2ccccc12	-1.7	5	9	1	-14	105	102	4	-2
CCOC(=O)c1c(C2CC2)csc1NC(C)=O	-0.4	9	5	-17	0	102	100	0	1
C=CCn1c(SCC(=O)Nc2ncc(Cc3ccc(Br)cc3)s2)nnc1-c1ccncc1	-0.8	17	2	8	-7	88	83	-9	-6
CCN(CC(O)Cn1c2ccccc2c2ccccc21)S(=O)(=O)c1ccc(F)cc1 (stereo not drawn)	1.5	-18	-8	-26	-8	107	99	8	-17
Cc1c(NS(C)(=O)=O)c(=O)n(-c2ccccc2)n1C	1.7	4	-3	0	-2	105	101	5	-4
COC(=O)c1c(N2C(=O)CC(Sc3ccccc3C(=O)O)C2=O)sc(C)c1C (stereo not drawn)	0.5	11	18	-5	-5	101	100	1	-24
CCc1cc(=O)[nH]c(SCc2cccnc2)n1	0.9	4	1	-7	x	100	100	-4	0
Cc1cccnc1NC(=S)NC(=O)c1cccs1	1.3	-2	3	-11	-6	97	95	-1	1
COC(=O)c1ccc(NC(=O)CN(C2CCCCC2)S(C)(=O)=O)cc1	0.6	5	-2	8	-4	99	97	0	-15
CC(CN1C(C)CCCC1C)OC(=O)c1cccc(Br)c1 (stereo not drawn)	-1.5	13	-11	-1	-11	108	106	10	3
Nc1cc(S(=O)(=O)N2CCCCC2)ccc1Oc1ccccc1	-1.1	18	-5	13	-7	96	98	-2	-17
CC(=O)c1c(COC(=O)c2ccc(C)cc2)nc2ccccc2[n+]1[O-]	-1.9	15	-18	6	-1	102	101	-3	-5
Cc1ccc(C(=O)Oc2ccc(Br)cc2C(=S)N2CCOCC2)cc1	0.4	-17	-5	6	-9	99	102	-5	-24
COc1ccccc1NS(=O)(=O)c1cccc(C(=O)N/N=C/c2ccc(OCC(=O)O)cc2)c1	-1.9	14	6	4	-3	102	113	-1	-28
COc1cc(C(=O)Nc2ccc(S(=O)(=O)NC(C)C)cc2)cc(OC)c1OC	0.6	4	-3	-14	-8	106	99	7	-10
CCn1cc(C(=O)NCC(OC)OC)c(=O)c2cc(S(=O)(=O)N3CCCC3)ccc21	0.7	11	-1	-19	-7	103	105	1	-18
CCNC(=O)C(=O)Nc1ccc([N+](=O)[O-])cc1	1.6	13	1	-12	-4	111	118	1	2
CC(C)N(CCO)C(=O)CCc1nnc(CCCc2ccccc2)o1	2.9	-6	3	-17	1	98	97	-2	-7
O=C(O)CCC(=O)Nc1ccc2c(c1)Cc1cc(NC(=O)CCC(=O)O)ccc1-2	0.1	-8	22	2	-8	101	95	-3	-2
Cc1cccc(C)c1OCC(=O)N1CCc2ccccc2C1	-4.1	1	1	-19	-10	103	107	5	-28
N#Cc1cccn1-c1nccs1	-0.2	3	-3	2	-3	99	99	-2	8
Cc1nnsc1C(=O)N1CCN(c2ccc(C#N)cn2)CC1	-0.9	8	5	0	1	98	96	-9	-2
O=C(NCc1cccnc1)c1cccc(S(=O)(=O)N2CCCC2)c1	-1.0	-3	1	14	-9	103	107	7	-7
CC(=O)Nc1ccc(S(=O)(=O)N2CCSCC2)cc1	-0.8	2	-1	8	-5	103	104	0	-1
CCN(CC)CCNC(=O)c1ccc2c(c1)NC(=O)c1ccccc1S2	2.4	-14	-2	-13	-1	104	96	2	10
COc1cc(C(=O)Nc2cccc(-c3nnc(-c4ccco4)o3)c2)ccc1OC(C)=O	-0.5	2	-5	-28	-2	109	92	5	-31
COc1ccc(-c2c(C(F)(F)F)nn(C)c2NC(=O)CSCC(=O)O)cc1	-0.8	9	7	-5	-1	112	107	-13	-2

6 compounds from above with just FID counter and SUMO HTRF inh:
SMILES | FID counter | SUMO HTRF inh
COc1ccccc1NS(=O)(=O)c1cccc(C(=O)N/N=C/c2ccc(OCC(=O)O)cc2)c1 | -28 | 14
COc1cc(C(=O)Nc2ccc(S(=O)(=O)NC(C)C)cc2)cc(OC)c1OC | -10 | 4
CCn1cc(C(=O)NCC(OC)OC)c(=O)c2cc(S(=O)(=O)N3CCCC3)ccc21 | -18 | 11
CCNC(=O)C(=O)Nc1ccc([N+](=O)[O-])cc1 | 2 | 13
CC(C)N(CCO)C(=O)CCc1nnc(CCCc2ccccc2)o1 | -7 | -6
O=C(O)CCC(=O)Nc1ccc2c(c1)Cc1cc(NC(=O)CCC(=O)O)ccc1-2 | -2 | -8

Further compounds.
SMILES	CRFR2-BP ag	SUMO HTRF inh	HCV NS3 hel inh	CRFBP-R2 block	GalR3 antagonist	MEKK2wt PB1 HTS	MEKK3 PB1 HTS	MEKK2 mut-MEK5	FID counter
Cc1cccc(NC(=O)c2cc(NC(=O)C3CCCCC3C(=O)O)ccc2N2CCCCC2)c1 (stereo not drawn)	-0.8	12	-2	-52	-4	94	90	-4	-17
CCN(CC)CCCNC(=O)c1cc2c(-c3cccc(OC)c3)nn(C)c2s1	0.3	26	-43	-5	-12	120	101	13	27
Cc1ccc(-c2nnn(CC(=O)N(c3cccc(F)c3)C(C(=O)NC(C)(C)C)c3ccco3)n2)o1 (stereo not drawn)	3.5	-7	4	-5	-1	95	97	-9	-9
O=[N+]([O-])c1ccccc1S(=O)(=O)c1ccccc1	2.4	10	0	12	-11	107	106	3	-4
CC(C)(C)NC(=O)CN1CCN(C(=O)CCl)CC1	1.2	12	-7	-2	1	89	97	-6	1
O=C(NCCN1CCN(c2ccccc2)CC1)C1CCN(S(=O)(=O)N2CCOCC2)CC1	1.3	4	6	5	-1	103	101	3	-7
CSc1ncccc1C(=O)NCCc1ccccc1F	-3.8	14	8	27	-7	101	100	1	-5
Cc1ccc(OCCNC(=O)c2cc(-n3cnnc3)ccc2Cl)cc1C	-2.2	10	9	4	-2	104	104	3	-19
COc1cc(O)oc1C=Nc1ccc(Cl)cc1	-0.9	22	5	10	-8	103	104	2	0
CCC(=O)Nc1ccc(-c2csc(NNC(C)=O)n2)cc1	-0.9	13	9	4	-1	111	97	11	-4
O=C(NCc1cccnc1)c1ccc(NS(=O)(=O)c2ccc(F)cc2)cc1	-0.6	8	-6	12	-4	102	98	8	-5
Cc1c(Br)c(-c2n[nH]c(=S)n2Cc2ccco2)nn1C	-0.6	-9	-1	-26	-2	95	96	-2	-4
CCCC(=O)NC(c1ccc(C)cc1)c1ccc2cccnc2c1O (stereo not drawn)	3.1	-37	13	-13	x	102	95	2	-31
